From PubChem BioAssay
Rev-erbA mod: modulates human Rev-erb alpha binding to DNA; Rev-erbα–FITC-DNA binding, fluorescence polarization, 90 min; activity, % at 10 µM; 370,000 compounds, 0.79% hits; AID 1259318;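 active means activity above about 14%, limit read from the data; passing the limit was not always enough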;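 further: 0% = DMSO wells with 35 nM protein and 100% = DMSO wells with 750 nM protein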
DAX1 inh-1: DAX1 (NR0B1) inhibition, primary screen; AID 652010; inhibition, % at 6.8 µM; HEK293T StAR-luciferase reporter, SF-1/DAX-1 repression relief; 370,000 compounds, 1.1% hits;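 active means inhibition above the mean over all tested compounds plus 3 SD, cut at about 3.6% in these data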;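 further: 0% = DAX-1 cells with DMSO and 100% = cells lacking DAX-1 with DMSO; higher inhibition means more luminescence from relief of DAX-1 repression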
MBD2 DNA inh: MBD2-methylated oligo binding inhibition | TR-FRET, MBD2 binding to methylated oligonucleotide | inhibition, % at 4.4 µM | 370,000 compounds, 0.31% hits | AID 686964; in the data active means inhibition above about 13%
Target sequence (Q9UBB5 whole entry, looked up): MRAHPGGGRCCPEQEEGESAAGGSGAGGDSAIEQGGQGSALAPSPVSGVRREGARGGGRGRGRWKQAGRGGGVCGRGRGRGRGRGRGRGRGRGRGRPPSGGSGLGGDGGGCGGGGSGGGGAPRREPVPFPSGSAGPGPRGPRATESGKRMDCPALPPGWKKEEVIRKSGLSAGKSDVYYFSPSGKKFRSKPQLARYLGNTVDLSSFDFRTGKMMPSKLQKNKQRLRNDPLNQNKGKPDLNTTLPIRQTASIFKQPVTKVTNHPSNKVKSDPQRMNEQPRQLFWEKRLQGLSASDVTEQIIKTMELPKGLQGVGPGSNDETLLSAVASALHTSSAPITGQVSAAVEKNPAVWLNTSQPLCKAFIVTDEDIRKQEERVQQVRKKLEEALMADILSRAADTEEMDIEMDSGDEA
DAX1 inh-2: NR0B1 (DAX1) inhibition; P51843; HEK293 Gal4-DAX1 luciferase reporter, luminescence; inhibition, % at 6.75 µM; 340,000 compounds, 0.99% hits; AID 504766;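 active means inhibition above the mean over all tested compounds plus 3 SD, cut at about 4.2% in these data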;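 further: 0% = DAX1-transfected cells with DMSO and 100% = empty-vector control cells with DMSO; inhibition shows as a rise in luminescence from relieved DAX1 repression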
hgDAF12 agonist: activates the H. glycines DAF-12 receptor ligand-binding domain. HEK293 GAL4-hgDAF12 UAS-luciferase reporter, agonist luminescence; normalized to butyrate control. activation, % at 6.8 µM. 370,000 compounds, 1.8% hits;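 active means activation above a cutoff set at the mean of all screened compounds plus 3 SD, cut at about 10% in these data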;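 further: 0% = DMSO wells and 100% = sodium butyrate wells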
hcDAF12 agonist: activators of H. contortus DAF-12 nuclear receptor; activation, % at 6.8 µM; HEK293 hcDAF-12 lit1-tk-luc reporter, luminescence; 0% DMSO, 100% Δ7-dafachronic acid; AID 652067; 370,000 compounds, 1.4% hits;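 active means activation above the mean of all tested compounds plus 3 SD, cut at about 5.5% in these data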;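 further: 100% = response to 3 µM Δ7-dafachronic acid high control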
ssDAF-12 act: activates DAF-12 receptor from parasite S. stercoralis. HEK293 ssDAF-12/GRIP1 lit1-tk-luc reporter, luminescence; % of 3 µM dafachronic acid response. activation, % at 6.8 µM. 370,000 compounds, 1% hits. AID 652126;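 active means activation above the mean over all tested compounds plus 3 SD, cut at about 0.9% in these data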;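 further: 0% = DMSO-only wells and 100% = 3 µM delta7-dafachronic acid wells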
PLC-gamma1 inh: blocks human PLC-gamma1 enzyme activity; P19174; purified PLC-gamma1, fluorogenic substrate, fluorescence; inhibition, % at 12.2 µM; 370,000 compounds, 0.84% hits; AID 720700; in the data active means inhibition above about 9.5%
SMARCA2 activ: SMARCA2 function activation, primary screen; MG213 cells, MMTV-luciferase reporter, dexamethasone, overnight; activation, % at 9.1 µM; 370,000 compounds, 1% hits; in the data active means activation above about 7.8%;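 further: 0% = vehicle wells and 100% = reference activator wells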
ADAM17 inh: inhibits human ADAM17; P78536; recombinant ADAM17, EDANS/DABCYL FRET peptide cleavage; inhibition, % at 6.95 µM; 370,000 compounds, 0.83% hits;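 active means inhibition above the mean of compounds lying between control limits plus 3 SD, set per campaign, cut at about 8.5% in these data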;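 further: 0% = DMSO-only wells as the low control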
Target sequence (P78536 215-824 limits assumed): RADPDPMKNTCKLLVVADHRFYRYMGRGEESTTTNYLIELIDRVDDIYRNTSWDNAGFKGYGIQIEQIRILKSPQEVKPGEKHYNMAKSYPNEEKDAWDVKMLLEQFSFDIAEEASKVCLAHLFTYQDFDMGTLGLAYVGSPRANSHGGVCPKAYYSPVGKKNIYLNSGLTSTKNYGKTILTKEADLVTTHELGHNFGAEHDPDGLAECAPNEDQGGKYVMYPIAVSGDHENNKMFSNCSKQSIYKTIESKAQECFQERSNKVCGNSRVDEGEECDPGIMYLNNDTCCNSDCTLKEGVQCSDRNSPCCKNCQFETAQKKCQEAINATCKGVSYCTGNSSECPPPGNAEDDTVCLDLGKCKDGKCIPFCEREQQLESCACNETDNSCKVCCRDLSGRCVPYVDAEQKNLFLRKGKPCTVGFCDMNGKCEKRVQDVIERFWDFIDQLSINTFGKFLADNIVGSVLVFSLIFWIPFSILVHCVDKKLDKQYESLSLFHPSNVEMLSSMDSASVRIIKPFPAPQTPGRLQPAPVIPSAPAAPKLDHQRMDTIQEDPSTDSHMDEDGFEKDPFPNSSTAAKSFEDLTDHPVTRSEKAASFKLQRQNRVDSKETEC
PLCb3 inh: PLC-beta3 (human) inhibition, primary screen; Q01970; Purified PLC-beta3, fluorogenic substrate, fluorescence; inhibition, % at 12.2 µM; 370,000 compounds, 0.18% hits; in the data active means inhibition above about 11%;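 further: 0% = median of compound wells on plate and 100% = full blocker control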
* marks the source's active call; other numbers are inactive results; i = inactive; x = not tested or not shown; & = joins results of further samples.

SMILES	Rev-erbA mod	DAX1 inh-1	MBD2 DNA inh	DAX1 inh-2	hgDAF12 agonist	hcDAF12 agonist	ssDAF-12 act	PLC-gamma1 inh	SMARCA2 activ	ADAM17 inh	PLCb3 inh
CC(=O)Oc1ccc2c(=O)c(N3C(=O)c4ccccc4C3=O)c(C)oc2c1	2.7	0.3	1.2	-0.6	-1.3	-0.8	-1.9	-99.7	-3.8	-78.9	-112.7
COc1ccc(Br)cc1/C=C/C(=O)Nc1ccc(C)cc1	3.1	-0.9	4.3	-2.0	3.2	1.9	-0.5	1.0	-2.9	7.8	-0.5
CCc1ncc(CN2CCCCC2C(=O)Nc2ccc(Oc3ccccc3)nc2)cn1 (stereo not given)	4.3	-1.0	-1.3	0.1	-1.5	1.2	-1.2	-0.2	-0.2	1.1	1.9
CC(=O)Nc1cccc(-c2cc(C)c3cc4c(cc3n2)OCO4)c1	6.1	1.4	-3.9	1.6	7.1	5.6*	-0.1	-22.4	6.4	-36.9	-37.5
O=C(Nc1ccccc1N1CCCCC1)c1cnccn1	5.0	-0.7	-6.3	0.3	-1.4	-2.2	-1.4	-1.1	-1.5	1.1	0.9
COc1cccc(N(CC(=O)NC2CC3CCC2C3)S(=O)(=O)c2ccccc2)c1 (stereo not given)	-2.7	-0.3	1.8	1.5	-1.2	-0.9	-1.6	4.0	-3.9	-0.5	-5.2
COc1ccc(O)c(CNn2c(-c3ccc(Br)cc3)nc3ccccc3c2=O)c1	-0.5	-0.8	-0.6	0.7	-2.4	3.3	-0.7	-4.3	0.4	-41.1	-6.8
CCn1nnnc1SCC(=O)N1CCc2ccccc21	8.1	0.2	-1.9	0.2	-2.0	1.3	-1.1	3.7	-0.9	-1.8	5.9
CCOc1ccc(NC(c2ccccc2)P(=O)(OC)OC)cc1 (stereo not given)	0.8	0.2	-0.4	-0.3	-1.8	-2.2	-1.3	1.2	4.2	0.1	-2.5
CN(C)CCCN1c2ccccc2Sc2ccc(Cl)cc21	1.4&7.8&-3.0	-0.2&0.1	1.8&-2.5	-0.4&0.3	-2.4&3.4	-2.3&-1.7	-0.8&-0.9	-9.3&-4.6	0.5&-2.3	-4.9&-2.8	-18.1&-11.9
CCc1nc2ccccc2n1Cc1ccccc1OC	0.2	-0.2	3.2	0.2	-3.8	-0.7	-1.4	-1.4	-0.6	4.5	3.0
CCCn1c(=O)c(C(=O)Nc2cc(C)ccn2)c(O)c2ccccc21	12.1	-1.1	-4.6	2.2	1.0	-0.7	-0.3	5.9	-1.1	-2.3	-5.0
Cc1ccc(S(=O)(=O)N2C[C@H]3C(=O)C[C@@H](c4ccc(Cl)cc4)N(S(=O)(=O)c4ccccc4C)[C@H]3C[C@H]2c2cccc(Cl)c2)cc1	-4.5	-1.9	6.0	0.3	-2.9	-1.1	-0.6	2.6	-6.5	0.7	1.6
CCOC(=O)C1(NC(=O)C2(N3C(=O)c4ccccc4C3=O)CCCC2)CCCC1	2.4	0.1	-0.8	-1.2	0.5	-0.3	-0.9	1.6	-0.2	-2.1	-0.9
COc1cccc(OC)c1OCCCOc1cccc2cccnc12	0.4	0.9	4.3	0.1	-1.5	2.1	-1.1	-4.1	2.6	-6.9	-12.0
Cc1[nH]c2ccccc2c1C(=O)CSc1ncn[nH]1	-2.7	-0.3	2.5	-0.2	-0.1	-1.2	-0.9	0.1	-1.8	4.5	4.9
CCc1cc(C(=O)Nc2ccc(C)cc2Br)cs1	-3.4	3.7*	-5.7	1.2	12.2*	9.1*	1.6*	-0.5	5.9	-3.2	0.5
COc1ccc(OC)c(NC(=O)C2(C)CCN2C(=O)C(C)(C)c2ccccc2)c1 (stereo not given)	2.9	-0.8	2.2	x	-0.7	-0.2	-2.2	4.0	-1.7	3.3	7.0
COc1ccc(CC(=O)N/N=C/c2ccc(Cl)s2)cc1OC	-1.2	0.2	-2.7	-1.3	-0.5	-1.8	-1.3	1.8	0.3	-0.7	-2.7
CN(Cc1ccon1)C(=O)CCc1nnc(Cc2ccc(-c3ccccc3)cc2)o1	2.1	-1.3	-4.2	0.1	0.0	-1.1	-1.0	0.5	-0.9	-1.0	4.5

Single records, from the list above:
`CN(C)CCCN1c2ccccc2Sc2ccc(Cl)cc21` is listed with Rev-erbA mod: 1.4&7.8&-3.0; DAX1 inh-1: -0.2&0.1; MBD2 DNA inh: 1.8&-2.5; DAX1 inh-2: -0.4&0.3; hgDAF12 agonist: -2.4&3.4; hcDAF12 agonist: -2.3&-1.7; ssDAF-12 act: -0.8&-0.9; PLC-gamma1 inh: -9.3&-4.6; SMARCA2 activ: 0.5&-2.3; ADAM17 inh: -4.9&-2.8; PLCb3 inh: -18.1&-11.9
`Cc1[nH]c2ccccc2c1C(=O)CSc1ncn[nH]1` is listed with Rev-erbA mod: -2.7; DAX1 inh-1: -0.3; MBD2 DNA inh: 2.5; DAX1 inh-2: -0.2; hgDAF12 agonist: -0.1; hcDAF12 agonist: -1.2; ssDAF-12 act: -0.9; PLC-gamma1 inh: 0.1; SMARCA2 activ: -1.8; ADAM17 inh: 4.5; PLCb3 inh: 4.9
`CCOC(=O)C1(NC(=O)C2(N3C(=O)c4ccccc4C3=O)CCCC2)CCCC1` is listed with Rev-erbA mod: 2.4; DAX1 inh-1: 0.1; MBD2 DNA inh: -0.8; DAX1 inh-2: -1.2; hgDAF12 agonist: 0.5; hcDAF12 agonist: -0.3; ssDAF-12 act: -0.9; PLC-gamma1 inh: 1.6; SMARCA2 activ: -0.2; ADAM17 inh: -2.1; PLCb3 inh: -0.9

Later entries
SMILES	Rev-erbA mod	DAX1 inh-1	MBD2 DNA inh	DAX1 inh-2	hgDAF12 agonist	hcDAF12 agonist	ssDAF-12 act	PLC-gamma1 inh	SMARCA2 activ	ADAM17 inh	PLCb3 inh
O=C(CSc1nnc2nnc3ccccc3n12)N1CCOCC1	1.6	-4.0	1.6	0.1	-4.2	-1.1	-0.8	-334.1	1.4	-9.9	i
C=C1C[C@H](O[C@@H]2O[C@H](CO)[C@@H](O)[C@H](O)[C@H]2O)[C@@H]2[C@H](OC(=O)[C@H]2C)[C@H]2[C@H](C)[C@@H](O)C[C@@H]12	-4.3	0.8	-5.0	1.6	-0.5	-1.3	-1.4	1.9	-0.3	0.1	4.8
Cc1ccc(S(=O)(=O)Nc2cccc(N(C)S(C)(=O)=O)c2)cc1[N+](=O)[O-]	-3.3	-0.8	4.8	0.5	2.3	0.1	-1.6	1.7	-1.5	-2.3	-4.0
O=C(CNC(=O)c1ccc(Cl)cc1Cl)OCc1nnc(-c2ccccc2Br)o1	-6.1	1.5	4.0	0.1	0.9	-0.6	-0.8	-1.0	-2.2	-4.5	-5.5
S=c1nc(-c2ccccc2)[nH]c2ccccc12	4.8	-0.8	2.2	0.0	1.1	2.9	-0.4	-0.8	-0.8	5.1	-6.0
Cc1ccc(C(=O)Nc2nnc(C)s2)cc1	-5.1	4.3*	7.7	x	15.9*	5.6	-0.1	5.6	13.0*	-6.0	-3.4
Cc1ccc(NC(=O)C(NC2CCCc3ccccc32)c2ccccc2)cc1Cl (stereo not given)	0.5	-0.1	-1.6	1.1	-1.9	-1.2	-1.1	5.3	1.9	1.6	2.7
N#CCCN1CCN(S(=O)(=O)c2ccc(S(=O)(=O)NCC3CCCO3)cc2)CC1 (stereo not given)	1.0	1.1	-0.6	0.7	1.8	0.6	-1.0	1.8	1.8	1.6	2.9
CCOP(=O)(OCC)C(NC(=O)Nc1ccc(Cl)cc1)c1ccccc1 (stereo not given)	-5.0	-0.8	2.5	0.0	1.4	-1.6	-1.4	0.8	-1.5	3.2	2.2
CC1CCCC(NC(=O)c2cccc(N3CCCC3=O)c2)C1C (stereo not given)	-0.9	1.6	-2.1	0.1	1.0	1.4	-1.0	0.0	6.4	-4.9	2.9
O=[N+]([O-])c1ccc(N2CCCCC2)c(-c2nn[nH]n2)c1	-3.5	0.1	0.8	1.0	-0.5	0.9	-0.5	-0.9	-3.4	-1.3	-3.8
CCC(=O)OCCn1c(=O)c2ccccc2c2ccccc2c1=O	-3.0	-0.3	-1.5	-1.3	3.5	-0.2	-1.0	2.1	-1.7	2.4	3.2
CCOc1ccc(NC(=O)CCc2nnc3ccc(N4CCC(C)CC4)nn23)cc1	10.9	-0.2	-2.2	0.3	-2.5	-1.8	-0.8	-0.1	-2.8	1.5	-4.9
COc1cccc(N2C(=O)CC(N3CCN(c4ccc([N+](=O)[O-])cc4)CC3)C2=O)c1 (stereo not given)	1.8	-0.8	-3.5	0.2	-1.8	-1.0	-1.6	1.3	0.0	-0.2	-4.5
C/C(=N\NC(=S)Nc1cc(S(=O)(=O)N2CCOCC2)ccc1Cl)c1ccccc1F	5.0	-0.7	-1.3	-0.9	-2.6	-1.1	-1.5	6.6	2.0	0.3	1.5
COc1ccc(/C=N/Nc2ccc(C(=O)O)cc2)cc1Br	-0.1	4.0*	-3.2	-2.2	3.8	3.9	-0.6	-11.2	7.6	-0.7	-13.7
CN(C)S(=O)(=O)N1CCC(Cc2ccccc2)CC1	4.2	-0.4	6.5	-0.2	-0.1	-1.7	-1.3	-2.1	-4.8	-2.4	-0.2
O=C(NCCN1CCN(C(=O)c2ccc(F)cc2)CC1)c1ccc(F)cc1	4.6	0.2	13.9*	0.9	-2.7	0.6	-0.9	-1.1	0.6	-1.6	-8.0
Cc1c(C(=O)NCc2ccc3c(c2)OCO3)oc2ccc(S(=O)(=O)N3CCCCC3)cc12	5.6	-1.7	0.5	-2.5	-2.3	-3.5	-2.6	-0.5	-3.6	4.9	2.4
Cc1ccc(-c2nc3ncccn3c2NC(=O)Nc2ccc(OC(F)(F)F)cc2)cc1	0.1	-0.5	1.7	x	-0.6	0.6	-1.1	-56.5	-0.5	-14.1	-59.7
O=C(Nc1ccccc1F)C(c1ccccc1)c1ccccc1	6.2	0.0	-0.1	1.5	-0.4	-1.5	-1.7	0.4	4.6	1.0	-4.2
CN(C)/C=N/c1nc2ccc3c(c2s1)CCCC3	-5.7	3.0	1.8	3.5	10.6*	6.7*	-0.5	-24.4	15.1*	-24.3	-23.2
O=c1onc(-c2cccnc2)n1-c1ccccc1F	-9.4	0.2	-5.8	0.9	1.6	0.5	-1.2	1.5	-3.9	-0.8	-2.1
COc1cc(C(N)=O)cc(Cl)c1OC	-0.6	0.4	1.7	1.0	5.1	0.7	-1.6	1.3	1.0	0.1	0.3
COC(=O)c1sccc1NC(=O)COc1ccc(Cl)cc1	8.7	-0.3	-7.5	-0.4	2.3	-1.0	-0.7	1.8	1.2	1.3	4.3
COc1ccc(C(=O)N/N=C/c2ccc(OC)c(COc3c(F)c(F)cc(F)c3F)c2)cc1	-8.8	-1.2	2.1	-0.4	1.6	-0.2	-0.6	-1.4	-3.8	-5.3	-11.6
COc1cccc(NC(=O)C2CCC(CNS(=O)(=O)c3cccs3)CC2)c1 (stereo not given)	0.0	-1.2	-3.2	-0.2	-0.2	-1.2	-0.9	0.1	-1.3	1.1	1.1
Nc1cc(=O)n(Cc2ccccc2)c(=O)n1Cc1ccccc1	0.3	0.3	4.0	-1.0	1.4	-0.1	0.5	-1.0	-0.5	-0.6	1.4
